# SR-BI DiI inh – mouse SR-BI HDL lipid transfer inhibition; Q61009; ldlA[mSR-BI] CHO cells, DiI-HDL uptake fluorescence, 3 h; inhibition, % at 12.5 µM; 0.96% of 320,000 active; AID 488896;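 active = mean replicate inhibition of at least 70% and a set share of replicates each scoring 70 or more; inconclusive = meets just one of the two criteria; inactive = fails both criteria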;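 note: 0% = median of neutral control wells and 100% = median of positive control wells; values of inactives mirror those of a sister screen read the other way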
# Pemphigus Ab inh – human desmoglein-3 autoantibody binding inhibition. DSG3-coupled beads, scFv-anti-DSG3-GFP binding, flow cytometry; hits give low values. binding (percent of control), % at 10 µM. 0.48% of 310,000 active;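 active = binding more than 3 SD below its plate's average and above zero; inconclusive = below that plate limit but binding exactly zero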;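 note: hits lower antibody fragment binding to DSG3; some compounds called inactive have numbers as strong as hits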
# PKA-R1A act – activators of PKA-R1A complex; P00514+P68181; PKA-R1A dissociation, Cy5-IP20 fluorescence polarization; scaled: DMSO 0%, 113 µM cGMP 100%; activation, % at 11.4 µM; 0.083% of 340,000 active; AID 504707;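 active = percent activation above the mean of all tested compounds plus 3 SD, cut at about 19% in these data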;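 note: higher means more PKAc released from R1A so a rise in polarization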
# MITF TRPM1 HTS – increases MITF-driven TRPM1 promoter luciferase signal | SK-MEL-5 TRPM1-promoter luciferase, 24 h; % of positive control, neutral wells = 0 | activation, % at 12.5 µM | 0.75% of 300,000 active | AID 588334;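 active = mean activation of at least 80% with every replicate also reaching 80%; inconclusive = mean reaches 80% but some replicate falls short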;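 note: 0% = neutral control wells and 100% = parthenolide positive control wells; values of inactives mirror those of a sister screen read the other way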
# CDK5 p35 inh – CDK5/p35 (human) kinase inhibition. 0.01% of 330,000 active. inhibition, % at 10 µM. Q00535+Q15078. AID 488839. Recombinant CDK5/p35, ADP-Glo luminescence, 60 min;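 active = highest replicate inhibition of at least 50% and at least 75% of replicates reaching 50%; inconclusive = only one of the two criteria met; inactive = both criteria failed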;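 note: plate controls were DMSO neutral control for no effect and GW8510 at 10 µM for full effect; many of its hits are not listed in these tables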
# Mot1-301 SUMO – blocks SUMOylation pathway, rescuing yeast Mot1-301 growth; S. cerevisiae Mot1-301 growth rescue, ATP luminescence, 38.5C; percent above DMSO median, 100 means doubled; growth rescue, % at 18.8 µM; 1% of 320,000 active; AID 2716;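 active = every valid replicate shows activation above 250% relative to neutral control wells; inactive = the rest, any valid replicate at or below 250%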;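 note: OY570 slx delta 5 strain wells were the positive control but not used for scaling; some compounds called inactive have numbers as strong as hits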
# PKA-R2B activ – activators of human PKA-R2B complex; PKA-R2B holoenzyme dissociation, Cy5-IP20 fluorescence polarization; R2B truncated from residue 108, S112A mutant; 0% DMSO only, 100% 113 µM cGMP; activation, % at 11.4 µM; 0.079% of 340,000 active; AID 504700;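 active = activation above a cutoff set at the mean over all compounds plus 3 SD, cut at about 18% in these data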;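 note: higher means more holoenzyme dissociation and a rise in polarization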
# dFosB activator – enhances mouse delta FosB homodimer DNA binding | purified delta FosB, TAMRA-CDK5 oligo fluorescence polarization; percent of positive-control signal above neutral wells | 0.99% of 340,000 active | P13346 | activation, % at 25 µM;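 active = mean activation above about 17%, with every replicate also reaching it, limit read from the data, passing the limit was not always enough; inconclusive = only one of the two conditions met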;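 note: fluorescence polarization rise as delta FosB binds a TAMRA Cdk5 AP-1 oligo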
# SR-BI DiI-HDL act – SR-BI HDL lipid transfer activation. 0.096% of 320,000 active. activation, % at 12.5 µM. CHO ldlA[mSR-BI] cells, DiI-HDL uptake fluorescence, 3 h; 100 = double the neutral-control signal;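 active = mean replicate activation of at least 60% and every replicate at or above 60%; inconclusive = mean or all-replicate condition met, but not both; inactive = mean below 60% and not all replicates reaching 60%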;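 note: 0% = median plate neutral-control signal and 100% = twice that signal; values of inactives mirror those of a sister screen read the other way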
#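 Test system: SR-BI-overexpressing, LDLR-lacking CHO cells; Also added: labelled HDL, 10 µg/mL; Measured by: bottom-read cell fluorescence after medium removal, ex 550/em 595 nm; Timing: 3 h uptake period with compound, 37 °C; Buffer or medium: F12, 0.5% BSA, 25 mM HEPES; Doses: single compound concentration, delivered by pin transfer.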
# Arrestin-AP2 inh – blocks beta-arrestin peptide binding to AP2 adaptin | FITC-arrestin peptide / GST-AP2 beads, flow cytometry; AP2 beta2 appendage carries R879A mutation | inhibition, % at 10 µM | 0.31% of 340,000 active | AID 504490;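 active = inhibition above a set limit, near 3 SD of compounds lacking own fluorescence, cut at about 54% in these data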;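 note: plate controls were DMSO wells for no effect and 5 µM unlabelled arrestin peptide for full effect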
#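 Material – AP2 appendage R879A on GSH beads · Buffer or medium – PBS with 0.05% Tween 20 and 0.1% BSA · Probe or stimulus – fluorescein-tagged arrestin peptide at 50 nM final · Incubation – compound with beads 12 min RT, then probe 1 h RT · Detection – high-throughput flow cytometry of beads, ex 488, em 535 nm · Evaluation – percent response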
# NSD2 inh – blocks human histone methyltransferase NSD2 | O96028 | NSD2 peptide methylation, AlphaScreen, 120 min | inhibition, % at 12.5 µM | 0.54% of 310,000 active | AID 743445; in the data active = inhibition above about 50%
# An asterisk follows results filed as active; i = inactive; u = inconclusive; x = not tested or not shown.
SR-BI DiI inh,Pemphigus Ab inh,PKA-R1A act,MITF TRPM1 HTS,CDK5 p35 inh,Mot1-301 SUMO,PKA-R2B activ,dFosB activator,SR-BI DiI-HDL act,Arrestin-AP2 inh,NSD2 inh,structure
27,100,-10,7,-3.4,27,-7,-11,-27,6,4,CN(C)c1ccc(S(=O)(=O)N(C)C)cc1NC(=O)Cc1cccc2ccccc12
9,105,-4,7,0.5,x,-6,-6,-9,8,1,COc1ccc(-c2nnn(CC(=O)N(CC3CCCO3)C(C(=O)NC(C)(C)C)c3ccco3)n2)cc1OC (configuration not stated)
4,95,-4,-5,1.7,9,-1,-9,-4,3,3,Cc1cc(/C=C/C(=O)O)c(C)n1-c1ccc(Cl)cc1
-13,114,-5,0,1.2,11,5,-2,13,-2,x,CCC(CO)N=CC1=C(O)C(C(=O)c2ccccc2)CCC1=O (configuration not stated)
-6,102,8,-2,0.8,19,0,-3,6,15,0,C(=N\n1cnnc1)/c1cccn1-c1ccccc1
3,193,-5,-8,-0.4,9,0,-7,-3,8,-1,Oc1ccc2ccccc2c1C=Nc1ccccc1Br
-9,103,-7,7,0.1,4,2,4,9,22,-5,Cc1[nH]c2ccccc2c1C(=O)C(C)OC(=O)C1CCC1 (configuration not stated)
-24,53,2,-1,-0.2,359,-5,2,24,9,5,O=C(CN1CCOCC1)OCCCc1ccccc1
-7,109,-1,-1,1.1,534*,1,-3,7,17,0,COc1cc(CN2CCN(c3ncccn3)CC2)cc(OC)c1
-13,102,2,-2,3.2,-15,-3,1,13,-3,-2,O=c1ccnc(Nc2ccc(Cl)cc2)[nH]1
-25,130,-2,7,-9.4,273,-11,4,25,-10,1,CC1CCN(C(=O)c2ccc(S(=O)(=O)N3CCOCC3)cc2)CC1
10,110,3,x,3.8,-5,-2,105*,-10,-3,0,Cc1cc(N/N=C/c2ccc(O)cc2)c2cccc(C)c2n1
x,65*,-10,-1,-1.7,i,-6,-19,x,12,7,CC(=O)Nc1cccc(Nc2nc(-c3cccs3)nc3ccccc23)c1
17,116,10,2,-1.4,-8,-11,-11,-17,-7,-3,COc1cccc(NC(=O)CN(C)C(=O)c2cc(S(=O)(=O)NCc3ccccc3)ccc2C)c1
7,101,-7,x,-5.1,15,-4,u,-7,-2,24,COC(=O)c1c(NC(=O)CN2CCN(Cc3ccc4c(c3)OCO4)CC2)sc(C)c1C
20,106,-6,8,1.9,8,-8,-5,-20,9,1,COc1ccc(OCc2nc3ccccc3n2C(C)C)cc1
10,96,0,x,0.4,12,6,-4,-10,12,7,CC(=O)C(=Nc1cccc(Cl)c1)NNc1ccccc1C
-5,95,-3,6,-1.0,0,-10,0,5,0,4,Cc1cc(NC(=O)C(C)C)ncc1NC(=O)Cc1ccccc1
-15,x,1,-8,0.3,131,-5,-4,15,37,1,COCCNC(=O)CN(c1cc(Cl)ccc1OC)S(=O)(=O)c1ccc(C)c([N+](=O)[O-])c1
-15,124,6,7,-1.4,35,-1,2,15,-56,2,N#C/C(=N/Nc1ccccc1F)C(=N)N1CCOCC1
-5,103,-7,-17,-0.6,-2,-2,-1,18,-3,-1,CS(=O)(=O)NCc1ccc(C(=O)NCc2ccccc2)cc1
5,95,-8,-14,-0.1,-8,-2,-1,-5,-23,-4,COC(=O)c1nn(-c2cccc(C(F)(F)F)c2)ccc1=O
x,98,1,13,-1.3,17,-3,-4,x,23,2,COc1ccc(CCNC(=O)Cn2nnc(-c3ccc(N(C)C)cc3)n2)cc1OC
-10,105,2,x,0.2,15,-3,-2,10,11,-1,COC(=O)CN1CCN(C(=O)c2ccc(F)cc2)c2ccccc2C1
-30,112,0,-6,-1.5,-13,-11,2,30,-12,-1,CCOC(=O)c1c(NC(=O)COc2ncnc3ccccc23)sc(C(C)=O)c1C
x,113,-1,-3,-1.8,11,0,-4,x,4,0,COc1ccccc1CC(=O)N1CCCC1
63,x,4,78,1.1,-1,3,-16,-63,27,3,Clc1ccc(Nc2nc(N3CCOCC3)nc(N3CCOCC3)n2)cc1Cl
-27,103,9,-2,-0.3,-23,-9,-9,27,-10,x,Cn1ccnc1C(O)c1ccco1 (configuration not stated)
-18,103,-2,15,-0.1,21,-11,-5,18,2,-2,O=C(NC(=O)N1CCCCC1)c1ccc(Cl)cc1
-15,110,-4,13,-2.0,-5,2,-4,15,5,0,CCOC(=O)CC(=O)CSc1ncc(C(=O)OCC)c(N)n1
-6,94,-1,-12,1.6,-4,-4,-8,6,17,-2,COc1ccc(C2c3[nH]c4ccccc4c3C[C@H]3C(=O)N(CCCO)CC(=O)N23)c(OC)c1 (some centres not stated)
5,121,-14,1,-2.1,-23,1,6,-5,-2,-5,O=C(COc1ccc(Cl)cc1)NNC(=O)c1ccc(=O)[nH]c1
x,115,4,u,-2.9,-20,-7,5,x,0,-1,O=C(Nc1ccccc1Br)c1ccc2nccnc2c1
1,110,1,6,-0.2,209,0,-1,-1,32,0,Cc1ccc2nc(SC(C)C(=O)N3CCCCC3)[nH]c2c1 (configuration not stated)
-4,x,8,4,0.1,17,-2,-8,4,2,4,Brc1ccc2[nH]c3c(c2c1)CCC3
-13,x,3,8,1.7,34,-16,-2,13,6,-3,Cc1nn(C)c(C)c1S(=O)(=O)N(CC(=O)NCCCN1CC(C)CC(C)C1)c1ccc(C(C)C)cc1 (configuration not stated)
8,100,4,12,0.0,x,1,-1,-8,17,-1,CC(OC(=O)Cc1ccc(Cl)cc1)C(=O)NC1CCCCC1C (configuration not stated)
7,108,-7,-14,2.0,x,-4,1,-7,9,5,Cc1ccc(N2C(=O)[C@@H]3[C@H](C2=O)C2c4ccccc4C=CN2[C@@H]3C(=O)c2ccco2)cc1 (some centres not stated)
0,118,5,x,-0.9,57,1,1,0,4,12,O=[N+]([O-])c1ccc(CNc2ccc(F)cc2)s1
-11,100,-8,-4,-0.1,16,-5,-11,11,-9,0,COc1ccccc1-c1nnc(NC(=O)c2ccc3ncsc3c2)o1

# Quoted at random: 2 entries already listed, in no set order.
SR-BI DiI inh,Pemphigus Ab inh,PKA-R1A act,MITF TRPM1 HTS,CDK5 p35 inh,Mot1-301 SUMO,PKA-R2B activ,dFosB activator,SR-BI DiI-HDL act,Arrestin-AP2 inh,NSD2 inh,structure
x,98,1,13,-1.3,17,-3,-4,x,23,2,COc1ccc(CCNC(=O)Cn2nnc(-c3ccc(N(C)C)cc3)n2)cc1OC
-5,103,-7,-17,-0.6,-2,-2,-1,18,-3,-1,CS(=O)(=O)NCc1ccc(C(=O)NCc2ccccc2)cc1

# More compounds:
SR-BI DiI inh,Pemphigus Ab inh,PKA-R1A act,MITF TRPM1 HTS,CDK5 p35 inh,Mot1-301 SUMO,PKA-R2B activ,dFosB activator,SR-BI DiI-HDL act,Arrestin-AP2 inh,NSD2 inh,structure
-6,101,1,x,-1.3,-19,-1,-3,6,-4,22,O=S(=O)(Nc1ccccc1N1CCOCC1)c1ccc(Cl)s1
33,96,1,41,0.9,-10,5,-7,-33,-6,x,COc1ccccc1NC(=O)COc1cc(Br)c(CNCCCN2CCOCC2)cc1OC
1,87,1,-2,-0.9,-3,0,-2,-1,24,-4,CCN(CC(=O)NCc1cccs1)C(=O)/C=C/c1ccc(C)cc1
19,106,8,-10,-4.3,18,0,5,-19,-12,x,CC[N+](CC)(CC)CCOc1ccc(/C=C/c2ccccc2)cc1
-8,99,-2,x,1.0,16,-6,3,8,-5,-4,COc1ccc(N2CCN(C(=O)CCCn3c(=O)[nH]c4cc(Cl)ccc4c3=O)CC2)cc1
-19,99,1,5,1.6,55,-6,2,19,-3,-1,c1ccc(CSC2=NCCCN2)cc1
41,102,-16,x,0.0,-12,-1,-6,-41,-9,-1,COc1cc(C(=O)NC(=S)NNC(=O)c2ccc3c(c2)OCO3)cc(OC)c1OC
-16,95,-2,-9,5.8,30,4,3,16,32,-2,C/C(O)=C(/N=O)C(=O)Nc1ccccc1
-12,110,6,-1,0.6,25,-5,8,12,3,14,O=C(O)CN1C(=O)/C(=C\c2ccc(OC(=O)c3ccco3)cc2)SC1=S
-11,86,1,7,1.3,10,0,0,11,-4,-1,CC(c1nnc(SCC(=O)Nc2cccnc2Cl)n1-c1ccccc1)N(C)C (configuration not stated)
2,100,-5,-2,0.1,21,-10,-11,-2,-1,1,O=C(CC1C(=O)NCCN1Cc1ccccc1)NC1CCCCCC1 (configuration not stated)
7,99,0,10,0.0,-14,-3,0,-7,-10,-2,O=C(Cn1nnc(-c2cccs2)n1)NCc1cccs1
-15,86,-7,2,-2.9,x,5,-11,15,1,x,CCN(C[C@H]1N[C@@](CC)(C(=O)OC)[C@H]2C(=O)N(Cc3ccccc3)C(=O)[C@@H]12)S(=O)(=O)c1ccc(OC(F)(F)F)cc1
-25,97,3,x,-1.2,-5,5,3,25,-1,x,O=C(Nc1ccccc1)C(O)C(O)C(=O)Nc1ccccc1 (configuration not stated)
46,103,-10,2,1.3,x,-7,-1,-46,-2,x,CCCOc1ccccc1NC(=O)c1c(-c2ccccc2)noc1C
-10,x,-6,x,3.2,-2,4,3,10,-15,-1,O=C(Nc1cc(C(F)(F)F)ccc1Cl)C(Sc1ccccn1)c1ccccc1 (configuration not stated)
11,104,10,5,1.2,2,-8,2,-11,-11,-5,Cc1c(C(=O)Nc2ccc(F)cc2)nnn1-c1cccc(C(F)(F)F)c1
36,89,-17,0,1.5,-20,1,-1,-36,2,x,Cc1ccccc1-c1cc(C(=O)Nc2sc(C)c(C)c2C(N)=O)c2ccccc2n1
-26,x,-5,5,-0.8,-7,-5,-2,26,-9,2,CCN(CC)C(=O)Cn1cc(C(=O)C(=O)N(C)C2CCN(C)CC2)c2ccccc21
18,101,-4,62,2.5,-9,3,-7,-18,-4,x,Cc1ccc(Oc2cc(-n3nc(C)cc3C)ncn2)cc1
-8,97,1,97*,-3.0,-5,-9,-4,8,1,-6,CCCCCc1ccc(-c2ccc(OC)cc2)nc1
-16,94,6,8,-2.9,7,-9,1,16,21,-1,COc1ccc(CCNC(=O)CSc2nc(C)cc(C)n2)cc1OC

# Screening results (PubChem)
